# HTR5A ag = activates human HTR5A in OPRM1-OPRD1 agonist counter-screen; HTR5A agonist assay, luminescence, cell-based; activation, % at 9.3 µM; 340,000 tested, 0.61% active; AID 504692; in the data active means activation mostly above about 9.5%, no sharp cut-off; inactive means mostly below about 7.6%;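 further: 0% = cells with vehicle only and 100% = reference agonist; strong numbers were not always called active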
# Target sequence (P47898 whole entry, looked up): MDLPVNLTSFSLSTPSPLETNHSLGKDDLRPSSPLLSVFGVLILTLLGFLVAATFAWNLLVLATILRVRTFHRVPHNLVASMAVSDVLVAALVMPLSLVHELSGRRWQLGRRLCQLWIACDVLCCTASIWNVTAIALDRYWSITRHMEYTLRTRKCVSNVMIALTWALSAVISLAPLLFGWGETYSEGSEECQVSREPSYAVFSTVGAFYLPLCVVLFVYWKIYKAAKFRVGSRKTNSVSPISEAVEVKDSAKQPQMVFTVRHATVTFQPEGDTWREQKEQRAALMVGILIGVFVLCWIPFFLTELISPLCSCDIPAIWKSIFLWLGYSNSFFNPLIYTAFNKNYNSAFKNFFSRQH
# MITF TRPM1 HTS = increases MITF-driven TRPM1 promoter luciferase signal | SK-MEL-5 TRPM1-promoter luciferase, 24 h; % of positive control, neutral wells = 0 | activation, % at 12.5 µM | AID 588334 | 300,000 tested, 0.75% active;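 active means mean activation of at least 80% with every replicate also reaching 80%; inconclusive means mean reaches 80% but some replicate falls short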;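 further: 0% = neutral control wells and 100% = parthenolide positive control wells; values of inactives mirror those of a sister screen read the other way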
# NSD2 HMT inh = blocks human histone methyltransferase NSD2; O96028; 310,000 tested, 0.54% active; NSD2 peptide methylation, AlphaScreen, 120 min; inhibition, % at 12.5 µM; AID 743445; in the data active means inhibition above about 50%
# V-ATPase pHluor = alters yeast V-ATPase proton transport. S. cerevisiae, pHLuorin cytosolic pH fluorescence. AID 504577. 350,000 tested, 0.37% active. response, % at 10 µM; in the data active means response mostly above about 7.3%, no sharp cut-off; inactive means mostly below about 5.4%; further: actives read high; inactives centre near 0; some compounds called inactive have numbers as strong as hits; reference of the scale not given here
# Wnt act = activators of Wnt/beta-catenin signaling. Wnt/beta-catenin reporter cell assay, activator, plate reader. activation, % at 9.35 µM. 300,000 tested, 1.2% active. AID 743398; in the data active means activation above about 30%, passing the limit was not always enough; inconclusive means no clear call, values can overlap the other calls;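 further: 0% = neutral control wells and 100% = positive control wells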
# CDK5 p35 inh = inhibitors of human CDK5/p35 kinase | inhibition, % at 10 µM | AID 488839 | Q00535+Q15078 | Recombinant CDK5/p35, ADP-Glo luminescence, 60 min | 330,000 tested, 0.01% active;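 active means highest replicate inhibition of at least 50% and at least 75% of replicates reaching 50%; inconclusive means only one of the two criteria met; inactive means both criteria failed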;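 further: plate controls were DMSO neutral control for no effect and GW8510 at 10 µM for full effect; many of its hits are not listed in these tables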
# SR-BI HDL uptake = inhibitors of mouse SR-BI mediated HDL lipid uptake. Q61009. ldlA[mSR-BI] CHO cells, DiI-HDL uptake fluorescence, 3 h. inhibition, % at 12.5 µM. 320,000 tested, 0.96% active. AID 488896;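 active means mean replicate inhibition of at least 70% and a set share of replicates each scoring 70 or more; inconclusive means meets just one of the two criteria; inactive means fails both criteria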;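 further: 0% = median of neutral control wells and 100% = median of positive control wells; values of inactives mirror those of a sister screen read the other way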
# dFosB activator = mouse delta FosB homodimer activation. P13346. purified delta FosB, TAMRA-CDK5 oligo fluorescence polarization; percent of positive-control signal above neutral wells. activation, % at 25 µM. 340,000 tested, 0.99% active;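 active means mean activation above about 17%, with every replicate also reaching it, limit read from the data, passing the limit was not always enough; inconclusive means only one of the two conditions met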;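 further: fluorescence polarization rise as delta FosB binds a TAMRA Cdk5 AP-1 oligo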
# Target sequence (P13346 whole entry, looked up): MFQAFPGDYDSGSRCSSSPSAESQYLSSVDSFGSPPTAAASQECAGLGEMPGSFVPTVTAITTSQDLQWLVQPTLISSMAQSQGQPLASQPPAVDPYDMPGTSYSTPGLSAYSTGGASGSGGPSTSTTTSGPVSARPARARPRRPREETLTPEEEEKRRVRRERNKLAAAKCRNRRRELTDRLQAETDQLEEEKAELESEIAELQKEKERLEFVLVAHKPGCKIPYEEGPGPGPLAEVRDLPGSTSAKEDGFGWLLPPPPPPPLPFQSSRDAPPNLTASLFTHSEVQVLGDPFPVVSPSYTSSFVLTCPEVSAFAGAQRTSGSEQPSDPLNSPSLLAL
# HTR5A inv ag = inverse agonist of human HTR5A in OPRM1-OPRD1 counter-screen; HTR5A cell line, luminescence, inverse agonism; inhibition, % at 9.3 µM; 340,000 tested, 0.083% active; in the data active means inhibition mostly above about 23%, no sharp cut-off; inactive means mostly below about 18%;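 further: 0% = cells with DMSO and 100% = no-cell wells with DMSO; some compounds called inactive have numbers as strong as hits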
# PvdQ inh = blocks Pseudomonas aeruginosa PvdQ acylase activity; purified PvdQ acylase, fluorescence plate reader; inhibition, % at 10 µM; 340,000 tested, 0.063% active; AID 488965; in the data active means inhibition above about 30%, passing the limit was not always enough; inconclusive means no clear call, values can overlap the other calls;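 further: 0% = vehicle neutral wells and 100% = reference inhibitor wells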
# The depositor's hits bear a star; ? = inconclusive; . = not tested or not shown; & = joins results of further samples.
# The line under a structure holds: Wnt act, CDK5 p35 inh, dFosB activator, HTR5A inv ag, PvdQ inh, NSD2 HMT inh, MITF TRPM1 HTS, SR-BI HDL uptake, V-ATPase pHluor, HTR5A ag
- Cc1ccc(C(=O)c2coc3ccc(O)cc23)cc1
→ ?, 1.2, -3.9, -11.0, -1.3, -1.4, 54.2, 29.7, -2.1, 3.0
- Cc1ccccc1Nc1nc(Cl)c(C=O)s1
→ -0.5, -1.1, -12.2, -16.9, 5.5, -2.1, -8.6, 5.6, 0.6, 1.2
- CCc1ccc2c(Cl)c(C(=O)N/N=C/c3c[nH]c4ccccc34)sc2c1
→ -0.8, -0.7, -12.6, -3.4, 8.6, 1.0, 31.8, 40.0, 10.9, -0.1
- CCOc1ccc2[nH]c(=O)c(CN(Cc3ccc(F)cc3)C(=O)N3CCCC3)cc2c1
→ -3.5, 2.7, -7.3, 0.8, -19.1, ., ., -71.4, 0.5, -5.2
- Cc1cc(C(=O)NN=C2CCCCCC2)c(C)o1
→ 13.1, 0.9, 3.9, -18.7, -11.0, ., 12.6, -14.7, -0.8, 4.4
- CC(=O)Nc1ccccc1-c1nc2ccccc2nc1OCC(=O)c1ccc2ccccc2c1
→ -1.3, -0.3, 30.4*, -9.6, -4.7, -1.0, 0.1, 40.3, -1.0, 3.1
- Cc1cc(/C=C(\C#N)C(=O)O)c(C)n1-c1ccc(Br)cc1
→ -2.1, -0.7, -2.1, -28.4, -5.2, 2.4, 13.5, -8.7, -0.6, -1.8
- c1coc(CNC2C3CC4CC(C3)CC2C4)c1 (stereo not given)
→ ., 5.6, -2.4, 12.1, 4.8, 0.4, 10.6, -37.2, -1.0, -5.2
- CC(=O)c1cccc(NC(=O)CSc2ccc(-c3sc(C)nc3C)nn2)c1
→ -0.2, -0.1, -29.2, 2.0, -11.7, 4.8, 3.1, 0.1, 0.9, 6.4
- CN(C)S(=O)(=O)c1cccc(NC(=O)CNCc2ccccn2)c1
→ 2.6, -2.9, -8.5, -2.2, -12.3, -1.8, -5.0, -17.4, 6.5, 0.8
- O=C(Nc1ccc(Br)cc1)c1ccc(N2C(=O)C3CC=C(Cl)CC3C2=O)cc1 (stereo not given)
→ ., -1.2, 8.9, -2.8, -6.7, 0.4, -4.9, 38.8, -2.6, -4.8
- COC(=O)CN(c1ccccc1F)S(=O)(=O)c1ccccc1
→ -2.1, 0.9, 6.2, 1.4, -9.2, ., 6.0, 2.9, 1.9, 2.6
- O=C(C1CCCN(CCCc2ccccc2)C1)N1CCCCCC1 (stereo not given)
→ -2.4, -2.0, -1.5, 27.6, -10.3, 3.9, -4.0, -9.1, -0.1, -0.2
- CCN1C=C(C(=O)c2ccccc2)C(=O)CC1
→ -0.2, 0.1, -2.9, 3.0, -9.3, ., 16.1, -10.3, 1.1, -0.8
- Cc1ccc(-n2ncc(C#N)c2/N=C/N2CCOCC2)cc1
→ -5.9, 0.0, 7.1, -22.2, -7.4, -0.5, 0.3, -3.6, 4.3, -5.2
- O=C(NC1CCCC1)C(c1ccncc1)N(C(=O)c1csnn1)c1ccccc1 (stereo not given)
→ -1.1, 1.0, -0.6, 4.5, 0.3, -2.3, 19.2, -15.1, -2.8, 1.5
- Cc1ccc(C)c(N2CCN(S(=O)(=O)c3ccc4c(c3)NC(=O)CC(=O)N4)CC2)c1
→ -1.4, 0.1, -0.1, -17.5, 1.5, ., ., -13.4, -1.8, -0.8
- CC[C@]12c3[nH]c4cc(-c5ccco5)ccc4c3CCN1C(=O)[C@@H](CC(=O)NC/C=C(\C)CCC=C(C)C)C[C@@H]2C(=O)N1CCN(C(=O)C2CC2)CC1
→ -5.4, -0.4, -15.0, 2.4, 0.8, ., 14.4, 28.6, -1.3, -0.7
- COc1ccc(CCNC(=O)C(=O)c2c(C)n(C)c3ccccc23)cc1OC
→ -1.5, -4.3, -7.1, -6.8, -10.4, 0.3, -2.3, 11.9, -1.7, 2.5
- Cc1ccc(C2CC(=O)N3CN(c4ccc(Br)cc4)CSC3=C2C#N)o1 (stereo not given)
→ 6.8, 0.7, -6.2, -4.1, -2.4, ., ., 8.7, -2.4, -6.5
- Cc1ccc(NC(=O)CCNS(=O)(=O)c2ccccc2)cc1S(=O)(=O)N1CCOCC1
→ 0.3, 0.2, -5.6, -6.2, 15.2, 1.1, -4.8, -11.7, -0.9, 2.1
- O=C(CC1C(=O)NCCN1Cc1ccccc1C(F)(F)F)NC1CCCCC1 (stereo not given)
→ 2.2, 1.2, -10.7, -2.2, 10.0, 0.9, -4.3, -0.6, -1.6, 1.6
- CCOC(=O)CSC1=C(C#N)C(c2ccccc2F)C(C(C)=O)=C(C)N1 (stereo not given)
→ ., -0.2, -8.9, 2.4, -7.2, -5.1, -4.5, 13.3, -2.0, 3.6
- Cc1cc(C(F)(F)F)nc(NCc2ccc(F)cc2)n1
→ ., 0.6, 3.6, 7.0, -4.3, ., ., 1.1, 8.6, 4.2
- CCOC(=O)/C=C/C(=O)Nc1ccc(S(=O)(=O)N(C)c2ccccc2)cc1
→ -7.1, -0.5, 0.3, -6.1, -8.2, 2.1, -6.9, 21.7, -1.9, 2.2
- CCOC(=O)N1CCN(C(=O)/C=C/c2cccc([N+](=O)[O-])c2)CC1
→ -5.8, 0.4, 3.5, 2.3, -5.4, -1.2, 2.6, -8.1, 1.1, -0.9
- COC(=O)CN1C(=S)N(c2ccc(Cl)cc2)C(=O)C1CC(=O)Nc1ccc(F)cc1 (stereo not given)
→ -1.7, 2.8, 6.8, 10.2, -9.2, -4.7, -8.3, 28.3, -2.0, 2.6
- O=S(=O)(Nc1ccccc1O)c1cccc2cccnc12
→ -1.5, 0.5, 0.7, 3.9, -10.0, 3.7, -3.9, -1.8, 2.2, -1.4
- O=C(CNC(=O)C1CCCCC1)OCC(=O)c1ccc(Br)cc1
→ 0.5, 0.6, -3.3, 3.7, -13.3, -1.0, 15.4, -14.6, 1.4, -3.3
- O=C(CCNS(=O)(=O)c1ccccc1)OCC(=O)c1ccc(Cl)cc1
→ -2.7, 0.9, 1.0, -11.5, -2.5, -1.9, 0.4, -6.6, -1.4, 1.5
- COc1ccc(-n2ccnc2)cc1
→ 0.8, 0.0, -2.1, 2.4, 6.9, -1.2, -1.9, -5.7, 0.5, 0.3
- CC1CC(C)CN(CCOCCSc2ccc(Cl)cc2)C1 (stereo not given)
→ -1.7, -4.5, -17.3, 10.6, -17.2, 10.0, 11.4, -12.5, -2.9, -3.9
- CSc1ccccc1NC(=O)CN(C)C(=O)c1cccc(S(=O)(=O)N(C)C)c1
→ -6.9, -2.9, -4.9, -7.5, -10.0, -1.5, -0.9, -7.7, 0.6, 0.2
- CC(C)CC(OC(=O)CC1Sc2ccccc2NC1=O)C(=O)NC1CCCC1 (stereo not given)
→ 1.6, -2.0, -17.8, 3.3, -5.5, 1.0, -4.5, ., 1.9, 1.4
- O=C(NC1CC1)C1CCN(c2ccc(S(=O)(=O)N3CCOCC3)cc2)CC1
→ 0.4, -0.1, 0.8, -24.1, -8.0, 2.8, -9.8, -5.0, 0.8, 3.0
- O=C1C2C3CCC(C3)C2C(=O)N1c1ccc2ccccc2c1 (stereo not given)
→ -0.7, 1.2, 9.0, 4.6, -13.7, -2.3, 3.5, -6.0, 4.2, -1.2
- COc1ccc(NS(=O)(=O)c2cccc(Cl)c2Cl)cc1S(=O)(=O)N1CCCCC1
→ -3.8, 0.8, -7.9, 11.9, -9.7, 1.3, -9.8, -11.3, -1.6, 2.2
- O=C(Nc1ccc(S(=O)(=O)N2CCCCC2)cc1)c1ccncc1
→ 0.0, 3.1, -4.5, -29.2, 9.2, -0.8, 2.6, 2.1, -8.5, -1.9
- CCCCSc1nnc(CCC)n1N
→ ., -1.3, 1.1, 34.0, 1.2, -1.8, ., -33.2, 3.4, 2.3
- COc1ccc(N2CCN(CCNC(=O)CCC(=O)NNc3nc4ccccc4c4nc(C)nn34)CC2)cc1
→ ., 0.6, -3.4, -21.4, 1.9, ., -6.5, -4.1, -2.8, -3.0
- C[C@H]1COC(=O)[C@@H](CC(=O)OC(C)(C)C)C/C=C\C[C@@H](CC(=O)N(CCO)Cc2ccccc2)C(=O)N1
→ -0.9, 1.2, 2.2, -4.7, 0.4, ., -2.7, -10.6, 1.1, 1.7
- O=C(Nc1ccc(N2CCCC2)cc1)c1ccc2ccccc2c1
→ 32.1*, -0.6, 10.1, 12.1, 6.9, -0.6, 47.8, 88.5*, -0.2, -0.4
- CCCOc1ccc(C(C)=O)cc1Cc1c(O)nc(SC)[nH]c1=O
→ -0.6, -0.2, 7.9, -9.8, -5.5, 1.4, 9.4, -5.0, 2.4, 3.0
- CC(C)CN1C(=O)NC(NC(=O)c2ccco2)(C(F)(F)F)C1=O (stereo not given)
→ ., 0.3, -7.7, -5.8, -7.3, -1.8, 1.0, ., 0.4, 4.2
- O=C(CN1CCN(Cc2ccccc2)CC1)N=Nc1c(O)[nH]c2ccccc12
→ -11.3, 0.3, -6.4, 3.1, 2.1, 15.4, 5.2, -42.8, -1.8, -0.9
- O=C(N/N=C\c1ccc(-c2ccccc2[N+](=O)[O-])o1)C1COc2cc3ccccc3cc2O1 (stereo not given)
→ -1.2, -0.6, -12.5, -17.6, 2.6, 0.9, ., 22.5, -2.3, 7.0
- CCN(CC)S(=O)(=O)N1CCC(C(=O)NC2CCCc3ccccc32)CC1 (stereo not given)
→ ., -0.9, -2.7, -2.2, -14.6, ., -3.2, 25.8, 2.8, 0.5
- O=C(Nc1ccnn1C1CCN(C/C=C/c2ccccc2)CC1)c1ccccc1
→ 1.5, 1.4, -13.1, -2.6, -2.6, 6.2, 2.9, -6.1, -0.7, 9.9
- N/C(=N\OC(=O)CSc1ccccc1)c1ccncc1
→ 14.0, 1.0, -0.9, 6.1, -20.6, 8.9, 30.2, -5.0, -2.1, 1.4
- CNC(=O)c1ccc(-c2sc3nc(N4CCOCC4)c4c(c3c2N)CC(C)(C)OC4)o1
→ ., -1.0, -14.4, -16.5, -5.3, -0.7, -21.5, 56.1, 1.8, -1.2
- Cc1cc(=O)[nH]c(Nc2cccc(Cl)c2C)n1
→ 1.0, 0.5, -3.7, -8.7, -10.1, 0.4, -9.1, -20.6, 4.1, 2.5
- COc1ccc(NC(=O)Nc2ccccc2C(=O)N2CCCC2)cc1
→ ., -1.1, -2.9, 15.3, -13.9, -4.7, -3.3, -5.5, -6.5, -5.9
- O=C1c2ccccc2NC(c2cccc([N+](=O)[O-])c2)N1O (stereo not given)
→ 1.4, -1.0, 5.8, -7.6, 10.0, 0.4, -21.2, -19.1, -2.4, 2.1
- CCC1Nc2ncnc(N3CCOCC3)c2N(Cc2ccc(Br)cc2)C1=O (stereo not given)
→ -2.1&-1.9, 0.9, -1.0, -7.1, -1.9, ., -4.9, -30.2, 7.9, -3.6
- COc1ccccc1-c1n[nH]c2c1[C@H](C)CC[C@H]2C(C)C
→ ., -0.8, -3.4, 12.2, 0.3, 3.9, 3.4, 7.0, 2.9, 3.9
- O=C(Nc1ccc(S(=O)(=O)N2CCOCC2)cc1)c1c(F)cccc1F
→ -1.8, 2.0, -7.7, -12.7, -15.5, ., 14.2, -20.9, 3.9, 4.6
- CSc1nc2ccc(NC(=O)c3ccc(Cl)s3)cc2s1
→ 25.8, 0.8, 13.2, 3.5, -12.3, ., ., 34.8, -2.9, -1.2
